Assay outcomes: PubChem BioAssay, National Center for Advancing Translational Sciences (NCATS)
GLP1R cytotox: cytotoxicity counter-screen for GLP-1 receptor inverse agonists | Potency, µM (titrated, usually from 38.3 µM), without a hit: at the highest dose activity change, negative = inhibition, actives largely listed as inhibitors | HEK293 cAMP-luciferase reporter cells, luminescence, 24 h | 410,000 compounds, 0.13% hits;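 note: loss of luciferase light is scored as toxicity; potency is the fitted concentration of half-maximal effect; % is set by controls: 0 for no effect and ±100 for the full control effect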
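Step one: seed cells (200 cells/uL, DMEM with 10% Nu serum, 1% pen-strep). Step two: 12-hour incubation at 37 deg C. Step three: pin 23 nL compound, incubate 24 hr. Step four: add luciferase reagent, read luminescence 12 min later.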
GLP1R inv ag: GLP-1 receptor (human) inverse agonism; Potency, µM (doses to about 38.3 µM), for the others: top-dose activity change, negative = inhibition, actives largely listed as inhibitors; P43220; 410,000 compounds, 1.6% hits; HEK293 GLP-1R CRE-luciferase, luminescence, 24 h; GLP-1R form is constitutively active; note: potency is the fitted concentration of half-maximal effect; % is set by controls: 0 for no effect and ±100 for the full control effect; nearly all actives have a fitted effect of over 55% in size
Target sequence (P43220 whole entry, looked up): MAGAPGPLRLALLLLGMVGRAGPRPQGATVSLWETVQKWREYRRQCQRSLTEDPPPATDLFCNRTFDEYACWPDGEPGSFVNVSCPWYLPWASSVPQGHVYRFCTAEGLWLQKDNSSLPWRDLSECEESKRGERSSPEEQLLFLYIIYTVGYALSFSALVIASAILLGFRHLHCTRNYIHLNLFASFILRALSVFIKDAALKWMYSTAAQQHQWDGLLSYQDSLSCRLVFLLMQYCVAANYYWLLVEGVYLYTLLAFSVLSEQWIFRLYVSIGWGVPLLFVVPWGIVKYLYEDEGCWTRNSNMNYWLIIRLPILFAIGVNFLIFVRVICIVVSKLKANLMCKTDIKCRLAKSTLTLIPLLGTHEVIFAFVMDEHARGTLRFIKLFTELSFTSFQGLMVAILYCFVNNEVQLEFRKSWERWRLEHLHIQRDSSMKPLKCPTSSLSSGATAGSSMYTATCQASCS
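qHTS in 1536-well format: reporter HEK293 cells expressing constitutive GLP-1R activity in DMEM + 10% Nu serum, 24 hr with compounds at 37 deg C, luminescence read after 12 min with detection reagent.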
D3 antag: blocks the human D3 dopamine receptor; P35462; D3R cells, DiscoveRx beta-arrestin luminescence, antagonist mode; stronger effect = lower value; max response, negative = inhibition, %; 360,000 compounds, 2.5% hits; AID 652054; in the data active = max response below about -50%; inconclusive = no clear call, values can overlap the other calls; note: % is set by controls: 0 for no effect and ±100 for the full control effect; mostly tested at two doses, the higher about 12 µM
Target sequence (P35462 whole entry, looked up): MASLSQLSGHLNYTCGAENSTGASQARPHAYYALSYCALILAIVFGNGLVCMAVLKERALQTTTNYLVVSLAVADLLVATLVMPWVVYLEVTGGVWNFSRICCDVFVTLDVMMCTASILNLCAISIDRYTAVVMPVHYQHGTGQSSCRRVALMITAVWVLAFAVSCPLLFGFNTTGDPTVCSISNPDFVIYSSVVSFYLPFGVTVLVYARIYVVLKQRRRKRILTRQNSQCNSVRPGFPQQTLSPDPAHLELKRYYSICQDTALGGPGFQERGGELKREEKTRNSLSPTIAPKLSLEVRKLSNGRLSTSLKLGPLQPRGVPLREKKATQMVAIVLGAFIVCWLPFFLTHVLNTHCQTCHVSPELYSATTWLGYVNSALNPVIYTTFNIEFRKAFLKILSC
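Cells expressing the human receptor were seeded at 1500 cells/well, incubated overnight at 37 degrees C in 5% CO2, then exposed to library compounds with dopamine controls for 90 minutes at 37 degrees C before luminescent detection.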
aSyn yeast inh: rescues yeast growth from alpha-synuclein toxicity; Yeast expressing alpha-synuclein, growth rescue, BacTiter-Glo, 24 h; Potency, µM (titrated, usually from 46.1 µM), for the others: top-dose growth rescue (activation), most hits filed as activators; 370,000 compounds, 0.14% hits; note: potency is the fitted concentration of half-maximal effect; % of control where 0% means no effect; nearly all actives have a fitted effect of over 65% in size
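Galactose-induced alpha-syn yeast (OD600=0.02, raffinose-pregrown) + pinned cpd, 24 hr, 30 deg C; growth by BacTiter-Glo luminescence. Growth restoration scores as activation.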
D3 ag: activates the human D3 dopamine receptor | P35462 | D3R DiscoveRx beta-arrestin cells, luminescence, 90 min | max activation, % | 410,000 compounds, 0.58% hits; in the data active = max activation above about 30%; note: 0% is about no effect; mostly tested at two doses, the higher about 12 µM
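Agonist mode: compounds and dopamine controls were applied to plated cells for 90 min at 37 degrees C after an overnight attachment at 1500 cells/well. Luminescent read-out followed 30 - 60 minutes at room temperature with DiscoveRx detection reagent.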
TDP-43 yeast inh: rescues yeast growth from TDP-43 toxicity | AID 652104 | Potency, µM (series often up to 46.1 µM), without a hit: top-dose growth rescue (activation), hits mostly activators | TDP-43 expressing yeast growth rescue, BacTiter-Glo, 24 h | 410,000 compounds, 1.8% hits; note: potency is the fitted concentration of half-maximal effect; % of control where 0% means no effect; nearly all actives have a fitted effect of over 50% in size
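Luminescence from BacTiter-Glo reports growth of TDP-43-expressing yeast after 24 hr at 30 deg C with compound. Cells were raffinose-pregrown to mid-log, then seeded in galactose medium at OD600=0.02.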
KB-V1 MDR tox: kills drug-selected multidrug resistant KB-V1 cells; KB-V1 MDR cells viability, CellTiter-Glo, 72 h; Potency, µM (series often up to 46.1 µM), inactives show top-dose activity change, negative = cytotoxicity, usual class: cytotoxic; 400,000 compounds, 3.4% hits; note: potency is the fitted concentration of half-maximal effect; % is set by controls: 0 for no effect and ±100 for the full control effect; nearly all actives have a fitted effect of over 60% in size
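In this primary screen, KB-V1 cells overexpressing P-gp are incubated with library compounds (lowest to highest concentration) for 72 h at 37 degrees C before a luminescent ATP viability read.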
GLP-1R agonist: activates the human GLP-1 receptor; P43220; HEK293 GLP-1R CRE-luciferase, luminescence, 4-6 h; cells express a hypersensitive GLP-1R form; Potency, µM (doses to about 45.6 µM), without a hit: at the highest dose activation, usual class: activators; 380,000 compounds, 0.007% hits; note: potency is the fitted concentration of half-maximal effect; % of control where 0% means no effect
PTHR1 agonist: activates the human parathyroid hormone receptor PTHR1 | Q03431 | HEK293 GP2 PTHR1 cells, GloSensor cAMP luminescence, 1 h | 410,000 compounds, 0.075% hits | Potency, µM (series often up to 115 µM), without a hit: at the top dose activation, most hits filed as activators | AID 743266; note: potency is the fitted concentration of half-maximal effect; nearly all actives have a fitted effect of over 55% in size; some results filed as inactive show a strong effect at the top dose; inactives centre near -15; many of its hits are not listed in these tables
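HEK-293-derived GP2 cells expressing PTHR1 and a GloSensor cAMP reporter, 3,000/well, plated overnight, given luciferin plus IBMX (each 0.5 mM as added) for 1 h at 37 °C, then compound for 1 h at 37 °C. Luminescence was read after 15 min at room temperature.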
* marks the source's active call; other numbers are inactive results; i = inactive; ? = inconclusive; / = no result given; [ ] = remark or other dose. Unless noted, calls come from the whole dose curve; as a rule, active = well fitted curve in the direction sought with a large enough effect; inconclusive = small, poorly fitted or top-dose-only effect, or another doubt; inactive = no such curve, though single readings can be large; an effect the other way counts as inactive or inconclusive. This is a subset; count on the stated rates, not on these rows.

SMILES	GLP1R cytotox	GLP1R inv ag	D3 antag	aSyn yeast inh	D3 ag	TDP-43 yeast inh	KB-V1 MDR tox	GLP-1R agonist	PTHR1 agonist
Cc1c(CC=C(Cl)Cl)c(=O)[nH]c2c(C)cccc12	6%	-2%	-5	-3%	-8	16%	-8%	27%	-1%
CCOc1ccc(N2C(=O)CC(NCC#N)C2=O)cc1 (stereo unspecified)	4%	-5%	-4	-53%[inhibitor]	-1	0%	?	10%	-10%
CCc1nc2ccc(C(=O)NCCCN3CCCC3=O)cn2c1N(CC)C(C)=O	5%	20%	-56*	-1%	-5	14%	5%	-5%	-24%
COc1ccc(NC(=O)C(=O)N/N=C\c2ccc(CNC(=O)C(=O)Nc3ccc(C)c(C)c3)o2)c(OC)c1	-10%	9%	35	1%	18	/	?	-6%	i
Cc1cccc2cc3c(N)c(C#N)sc3nc12	86%[activator]	47%[activator]	15	?	0	3.2µM*	1.5µM*	10%	i
Cc1ccc(NC(=O)c2ncn(CC(=O)NCc3nc4ccccc4[nH]3)n2)cc1C	-9%	-6%	1	-4%	-24	2%	7%	14%	-11%
CCOc1cc(CNn2c(C)nnc2SCC(=O)NC(C)(C)C)ccc1OCC(=O)NC(C)(C)C	18%	18%	4	-2%	4	-4%	18%	5%	-1%
CCOC(CCn1c(SCc2cccc([N+](=O)[O-])c2)nc2ccccc2c1=O)OCC	-4%	?	5	26%	-23	-26%	28%	10%	i
O=C(C1COc2ccccc2O1)N(Cc1cccnc1)c1nc2ccc(Cl)cc2s1 (stereo unspecified)	-1%	4%	/	/	-12	?	/	/	-29%
COc1ccc2nc(C(c3ccc(C)cc3)n3c(-c4ccccc4Br)nc4ccccc43)[nH]c2c1 (stereo unspecified)	-7%	?	-23	7%	0	2%	5%	-5%	-17%
CCN1CCc2c(sc(NC(=S)NC(=O)c3ccco3)c2C(N)=O)C1	5%	2%	-13	-6%	4	8%	-6%	5%	i
Cc1nc2nc(-c3cccs3)[nH]c2cc1Br	7%	3%	6	-49%[inhibitor]	2	-43%[inhibitor]	?	8%	-36%
Cc1nn(CC(=O)NNC(=O)c2cccc(Br)c2)c(C)c1[N+](=O)[O-]	4%	-4%	-3	-5%	-2	-10%	/	5%	-9%
CCc1ccc(NCc2cc3ccc(OC)cc3n(CC(=O)Nc3ccccc3C)c2=O)cc1	-1%	13%	/	1%	-4	25%	?	3%	i
Cc1ccc(-n2nnnc2CNC(=O)c2ccc(F)cc2)cc1C	-1%	8%	/	/	-5	26%	/	/	24%
N#C/C(=C/c1ccc(-c2cc([N+](=O)[O-])ccc2Cl)o1)C(N)=O	13%	17%	-11	7%	-17	6%	12µM*	2%	-19%
CCCN1CCn2c3c(c4cc(Br)ccc42)CCCC31 (stereo unspecified)	0%	?	3	10%	1	22%	2%	7%	-30%[inhibitor]
COc1cc([N+](=O)[O-])ccc1NC(=O)COC(=O)C=C(C)C	2%	9%	-2	1%	-3	28%	-3%	0%	?
COC(=O)c1cc(S(=O)(=O)N2CCN(Cc3ccccc3)CC2)c[nH]1	10%	-3%	1	2%	1	-9%	?	5%	-70%[inhibitor]
O=[N+]([O-])c1cc(-c2ncccn2)c([N+](=O)[O-])s1	?	?	-104*	-80%[inhibitor]	-19	?	?	-8%	-39%[inhibitor]
Cc1nc(-c2cccc(NC(=O)C3CCCCC3)c2)cs1	6%	-26%	-18	9%	4	?	-21%	-6%	-5%
COc1cc(C(=O)N2CCC(c3ccncc3)CC2)cc(OC)c1OC	-8%	9%	/	/	-16	-22%[9.22 µM]	-4%	/	3%
[C-]#[N+][C@H](O[C@@H]1O[C@H](CO)[C@@H](O)[C@H](O)[C@H]1O)c1ccccc1	2%	4%	-1	-3%	-18	9%	-15%	17%	-6%
CCOC(=O)C1=CN(CC)S(=O)(=O)NC1c1cccc(OC)c1 (stereo unspecified)	0%	2%	1	2%	9	9%	0%	-3%	i
Cc1cc(C)n(C(=O)CCN2C(=O)c3ccccc3C2=O)n1	6%	-1%	-20	-4%	-1	0%	3%	1%	-30%[inhibitor][57.5 µM]
COC(=O)c1c(NC(=O)c2cccc(OC)c2)sc2c1CCC(C(C)(C)C)C2 (stereo unspecified)	0%	-13%	/	/	-6	-1%	/	/	29%
O=C(CCSCc1cccc(F)c1)NCc1ccc(F)cc1	-13%	?	6	?	4	10%	-3%	-5%	-22%
CC[C@]12c3[nH]c4ccc(OC)cc4c3CCN1C(=O)C(CC(=O)NCC13CC4CC(CC(C4)C1)C3)C[C@@H]2C(=O)N1CCN(C(=O)c2ccco2)CC1 (stereo partly specified)	-15%	-28%	-5	-3%	-36	-7%	-1%	-1%	-24%
Cc1ccc(NC(=O)Cn2ncc3c([nH]c4ccccc43)c2=O)cc1Cl	-18%	-5%	11	4%	0	-4%	34%	-4%	-25%
O=C(Nc1ccccc1Sc1ccccc1)C1CCCO1 (stereo unspecified)	11%	-19%	3	0%	-1	10%	3%	11%	-23%
CCCCc1ccc(S(=O)(=O)NC(=O)C2(C)CCN2C(=O)C/C=C/c2ccccc2)cc1 (stereo unspecified)	7%	3%	-20	-38%[inhibitor]	-1	8%	2%	8%	i
COc1ccc(NS(=O)CCCc2ccccc2)cc1 (stereo unspecified)	-6%	-20%	2	6%	3	23%	2%	2%	i
N#Cc1ccc(NC(=O)CSc2nc3[nH]c(=O)cc(O)c3s2)cc1	-18%	11%	2	-6%	1	6%	18%	-6%	i
CCOc1ccc(NC(=O)[C@H](C)NC(=O)C2CC(=O)N(c3ccc(OC)cc3)C2)cc1 (stereo partly specified)	1%	12%	-1	1%	1	3%	?	-5%	11%
O=C1ON=C(c2ccccc2)/C1=C/c1ccccc1	5%	-13%	0	?	-1	?	21%	-2%	i
COc1ccc(C(=O)CC(C(=O)O)c2ccc(OC)c(OC)c2)cc1OC (stereo unspecified)	-15%	11%	7	-2%	-1	15%	-3%	-2%	-25%
Cc1ccc(S(=O)(=O)NNC(=O)c2cnn(-c3ccccc3)c2-n2cccc2)cc1	-4%	1%	15	4%	0	-1%	-8%	-5%	i
CCNC(=O)C(=O)NCC(c1cccs1)S(=O)(=O)c1ccc(C)cc1 (stereo unspecified)	?	5%	-5	0%	-1	10%	18%	5%	i
Cc1ccc(-c2ccc(S(=O)(=O)N3CC(C)OC(C)C3)cc2)cc1 (stereo unspecified)	2%	3%	17	-10%	-3	12%	27%	-2%	-23%
O=C(COC(=O)c1ccccn1)NC12CC3CC(CC(C3)C1)C2	2%	0%	-8	-7%	-2	15%	8%	18%	i
CCCCN1C(N)=NC[C@@H]1C(C)O (stereo partly specified)	?	14%	-10	-7%	11	-4%	?	3%	-17%
Cc1cccc(NC(=O)COC(=O)c2nn(-c3ccccc3C(F)(F)F)cc2O)c1C	-5%	-26%	0	-8%	4	5%	-3%	-6%	-13%
O=C(NCCS(=O)(=O)N1CCN(c2ccccc2)CC1)C(c1ccccc1)c1ccccc1	0%	-2%	/	/	-8	4%	/	/	i
COc1ccc(C2C(C(=O)N3CCC(C)CC3)c3ccccc3C(=O)N2C)cc1 (stereo unspecified)	-18%	5%	3	9%	-7	6%	-11%	-8%	-3%
CCc1sc(C(=O)N(CCOC)c2c(N)n(Cc3ccccc3)c(=O)[nH]c2=O)cc1C	-3%	-8%	-19	9%	-3	19%	-7%	6%	-1%

The final 5 entries of the section above are carried over, then new ones follow:
SMILES	GLP1R cytotox	GLP1R inv ag	D3 antag	aSyn yeast inh	D3 ag	TDP-43 yeast inh	KB-V1 MDR tox	GLP-1R agonist	PTHR1 agonist
CCCCN1C(N)=NC[C@@H]1C(C)O (stereo partly specified)	?	14%	-10	-7%	11	-4%	?	3%	-17%
Cc1cccc(NC(=O)COC(=O)c2nn(-c3ccccc3C(F)(F)F)cc2O)c1C	-5%	-26%	0	-8%	4	5%	-3%	-6%	-13%
O=C(NCCS(=O)(=O)N1CCN(c2ccccc2)CC1)C(c1ccccc1)c1ccccc1	0%	-2%	/	/	-8	4%	/	/	i
COc1ccc(C2C(C(=O)N3CCC(C)CC3)c3ccccc3C(=O)N2C)cc1 (stereo unspecified)	-18%	5%	3	9%	-7	6%	-11%	-8%	-3%
CCc1sc(C(=O)N(CCOC)c2c(N)n(Cc3ccccc3)c(=O)[nH]c2=O)cc1C	-3%	-8%	-19	9%	-3	19%	-7%	6%	-1%
COc1cccc(OC)c1OCCOc1ccc(C(=O)c2ccccc2)cc1	-7%	-20%	7	1%	7	27%	?	0%	-44%[inhibitor]
Clc1ccc2scc(CN3CCCC3)c2c1	0%	-17%	-27	-1%	-20	8%	-3%	-6%	i
COc1cc(/C=N/N=C(/N)c2nonc2N)cc(Br)c1OCc1ccccc1C	?	?	29	-6%	3	27%	-8%	-7%	i
CCOC(=O)c1c(NC(=O)C(C)N2CCN(C(=O)c3ccco3)CC2)sc2c1CCCC2 (stereo unspecified)	?	?	-17	7%	6	?	?	-1%	-30%
COC(=O)CSc1nnc(-c2ccc3c(c2)OCO3)n1C	71%[activator]	11%	-69*	1%	-3	-12%	1%	1%	-5%
Cc1cc(C)c(S(=O)(=O)N2CCN(C(=O)CC(C)n3nc(C)nc3C)CC2)c(C)c1 (stereo unspecified)	-6%	14%	0	0%	3	13%	7%	6%	i
COc1ccc(/C=N/OCC(=O)Nc2ccc3c(c2)OCO3)c(OC)c1	-3%	-19%	-10	7%	-1	?	?	15%	i
O=C(NCc1ccccc1C(F)(F)F)C1CC(c2cc(C(F)(F)F)cc(C(F)(F)F)c2)=NO1 (stereo unspecified)	8%	-5%	51	4%	0	23%	25%	10%	i
